AMPAR-TARP mod – GluA2-stargazin AMPA receptor complex modulation; AID 1259245; calls only at 30 µM; O88602+P19491; HEK293 GluA2+stargazin, membrane potential dye (FDSS), glutamate EC50; hits were called plate by plate, in both directions; 40,000 tested, 3.5% active;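 active = any of four per-well response measures lying three or more SD from its plate-wide compound average, in either direction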
Target sequence (O88602 whole entry, looked up): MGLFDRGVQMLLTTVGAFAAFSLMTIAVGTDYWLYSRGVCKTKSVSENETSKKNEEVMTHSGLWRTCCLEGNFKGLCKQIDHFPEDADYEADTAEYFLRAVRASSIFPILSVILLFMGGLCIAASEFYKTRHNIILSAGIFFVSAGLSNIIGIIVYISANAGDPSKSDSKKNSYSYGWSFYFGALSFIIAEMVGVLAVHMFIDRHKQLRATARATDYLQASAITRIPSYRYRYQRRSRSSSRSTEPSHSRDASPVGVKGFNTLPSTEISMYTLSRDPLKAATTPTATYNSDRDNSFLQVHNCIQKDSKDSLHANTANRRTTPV
Target sequence (P19491 whole entry, looked up): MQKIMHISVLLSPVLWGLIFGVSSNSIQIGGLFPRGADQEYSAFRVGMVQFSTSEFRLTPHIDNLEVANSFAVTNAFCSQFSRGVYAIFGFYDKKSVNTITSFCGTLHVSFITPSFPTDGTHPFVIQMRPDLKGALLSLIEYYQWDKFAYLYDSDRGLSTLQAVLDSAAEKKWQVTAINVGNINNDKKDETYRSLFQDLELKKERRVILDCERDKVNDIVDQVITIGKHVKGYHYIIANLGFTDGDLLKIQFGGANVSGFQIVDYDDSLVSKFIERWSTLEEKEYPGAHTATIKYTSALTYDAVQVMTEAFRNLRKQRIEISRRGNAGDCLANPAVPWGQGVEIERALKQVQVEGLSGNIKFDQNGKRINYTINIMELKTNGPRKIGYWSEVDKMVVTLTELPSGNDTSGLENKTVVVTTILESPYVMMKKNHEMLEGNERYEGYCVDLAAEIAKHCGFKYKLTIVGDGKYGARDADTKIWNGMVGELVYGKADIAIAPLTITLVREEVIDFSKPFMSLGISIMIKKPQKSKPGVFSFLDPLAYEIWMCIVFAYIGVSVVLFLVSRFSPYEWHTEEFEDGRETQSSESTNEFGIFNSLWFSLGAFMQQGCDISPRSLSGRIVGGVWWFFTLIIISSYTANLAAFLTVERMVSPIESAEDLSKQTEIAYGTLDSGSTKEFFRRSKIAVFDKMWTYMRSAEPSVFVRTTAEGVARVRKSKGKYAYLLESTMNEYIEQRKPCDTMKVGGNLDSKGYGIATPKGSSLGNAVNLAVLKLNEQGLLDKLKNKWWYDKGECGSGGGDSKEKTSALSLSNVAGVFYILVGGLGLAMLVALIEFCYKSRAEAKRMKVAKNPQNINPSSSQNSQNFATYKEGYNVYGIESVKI
AMPAR-TARP mod agonism max-min – recorded beside AMPAR-TARP mod, whose call it bears; compound max-min signal; compound-alone response (agonism);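 unitless range of fluorescence divided by baseline over first 100 seconds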
AMPAR-TARP mod glutamate slope – second read-out of AMPAR-TARP mod, no call of its own (marks repeat the call); glutamate slope, % of max; measured here: glutamate response slope, % max;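 scaled per plate between vehicle wells and maximal 1 mM glutamate control wells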
Numbers without * were called inactive; i = inactive; & = joins results of further samples. Some of the compounds tested; the hit share may differ from the screen's.

Results follow in this order: AMPAR-TARP mod agonism max-min, AMPAR-TARP mod glutamate slope, AMPAR-TARP mod
1. COCCNC(=O)Cc1ccc(NS(=O)(=O)c2ccc(F)c(Cl)c2)cc1
→ 0.097, 35, i
2. NS(=O)(=O)c1ccc(CCNC(=O)Cn2cnc(-c3ccccc3)cc2=O)cc1
→ 0.11, 48, i
3. Cc1nnsc1C(=O)Nc1onc2c1CSC2
→ 0.15, 63, i
4. CCOC(=O)C1CCCN(CC(O)COc2ccccc2C(C)=O)C1 (configuration not stated)
→ 0.074, 58, i
5. COc1ccc(C(=O)/C=C/c2ccc(F)cc2)c(OC(=O)N2CCOCC2)c1
→ 0.044, 45, i
6. CCSc1ccc(C(=O)Nc2nc3c(s2)CN(CC)CC3)cc1
→ 0.048, 27, i
7. COc1ccccc1C(=O)Nc1nnc(-c2ccco2)o1
→ 0.082, 71, i
8. Cc1ccc(-c2ccc(=O)n(CCCNC(=O)COc3ccc(Cl)cc3)n2)cc1
→ 0.057, 65, i
9. CC(=O)NNC(=O)CNS(=O)(=O)c1ccc(C)cc1
→ 0.092, 58, i
10. CCOC(CNC(=O)C(=O)NCC1COC2(CCCC2)O1)OCC (configuration not stated)
→ 0.073, 51, i
11. O=C(CCCS(=O)(=O)c1ccc(Cl)cc1)Nc1nccs1
→ 0.098, 57, i
12. C#CC(C)(C)OCC(O)CN1CCN(C(=O)OCC)CC1 (configuration not stated)
→ 0.077, 53, i
13. CN(C(=O)c1cccc(F)c1)C1(C)CCS(=O)(=O)C1 (configuration not stated)
→ 0.055, 56, i
14. COc1ccc(NC(=O)N2c3ccccc3CC2C(N)=O)cc1 (configuration not stated)
→ 0.056, 66, i
15. Cc1cc(S(=O)(=O)N2CCN(CCO)CC2)ccc1Cl
→ 0.066, 35, i
16. NC(=S)CCN1C(=O)c2ccccc2C1=O
→ 0.078, 26, i
17. COc1ccc(OC)c2sc(N(Cc3ccccc3)C(=O)c3ccn(C)n3)nc12
→ 0.086, 45, i
18. COc1cc(C(=O)N2CCN(c3ccc(N4CCC(C)CC4)nn3)CC2)cc(OC)c1OC
→ 0.11, 52, i
19. O=C(NNC(=O)c1cccn(Cc2ccc(Cl)c(Cl)c2)c1=O)c1ccccc1
→ 0.066, 39, i
20. COc1cc(S(=O)(=O)N2CCCCCC2)c(OC)cc1Br
→ 0.044, 67, i
21. Cc1ccc(-n2c(=S)sc3c(=O)n(C)c(SCC(=O)NCc4ccccc4)nc32)cc1
→ 0.16, 50, i
22. Cc1ccc2sc(N(Cc3ccccn3)C(=O)c3ccno3)nc2c1C
→ 0.096, 53, i
23. O=C(NCC(c1ccc(F)cc1)N1CCOCC1)Nc1ccccc1 (configuration not stated)
→ 0.092, 66, i
24. Cc1c(N=C2NC(=O)C(CC(=O)Nc3ccccc3)S2)c(=O)n(-c2ccccc2)n1C (configuration not stated)
→ 0.044, 52, i
25. CCn1c(SCC(=O)O)nc2c1c(=O)n(C)c(=O)n2C
→ 0.05, 63, i
26. Cn1c(=O)c2c(SCC(=O)NCc3ccccc3Cl)ccnc2n(C)c1=O
→ 0.056, 32, i
27. CC1=C(C(=O)Nc2cccc(C(F)(F)F)c2)C(c2ccc(C(C)(C)C)s2)C2=C(CC(C)(C)CC2=O)N1 (configuration not stated)
→ 0.047, 46, i
28. COc1cccc(S(=O)(=O)NCC2(O)CCCC2)c1
→ 0.094, 61, i
29. O=C(NCCn1nc(-c2cccs2)ccc1=O)Nc1cccs1
→ 0.1, 38, i
30. CS(=O)(=O)Nc1ccccc1C1=NN(C(=O)c2ccccc2)C(c2ccco2)C1 (configuration not stated)
→ 0.048, 82, i
31. COc1ccc(CCNC(=O)C(=O)Nc2cccc(C)n2)cc1OC
→ 0.093, 53, i
32. CSc1ccccc1NC(=O)C(=O)NCCn1nc(-c2ccco2)ccc1=O
→ 0.13, 49, i
33. COc1ccc(S(=O)(=O)N2CCN(c3ccc(-c4ccco4)nn3)CC2)cc1F
→ 0.059, 40, i
34. CCN(CC)CCNC(=O)COc1ccc(Cl)cc1Cl
→ 0.031, 48, i
35. CC(C)CN(C1CCS(=O)(=O)C1)S(C)(=O)=O (configuration not stated)
→ 0.051, 49, i
36. O=C(NCc1ccc2c(c1)OCO2)C(=O)NCC1CCN(C(=O)Oc2ccccc2)CC1
→ 0.094, 56, i
37. COc1cccc(NC(=O)c2ccc(=O)n(Cc3ccccc3Cl)c2)c1
→ 0.1, 46, i
38. COC(=O)c1ccc(Cl)c(NC(=O)CCc2sc(C)nc2-c2cccs2)c1
→ 0.08, 43, i
39. O=C(COc1ccccc1Cl)Nc1ccc(N2CCN(Cc3ccccc3)CC2)cc1
→ 0.048, 46, i
40. CC(NC(=O)C(=O)NCC(O)c1ccc(C(F)(F)F)cc1)c1ccccc1 (configuration not stated)
→ 0.12, 36, i
41. Cc1ccc(CC(=O)NCCCc2ccccc2)cc1
→ 0.051, 32, i
42. COc1cc(NS(=O)(=O)c2ccc(NC(=O)c3ccc(S(=O)(=O)N4CCCc5ccccc54)cc3)cc2)nc(OC)n1
→ 0.12, 58, i
43. COc1ccc(-c2csc(-n3nc(C)cc3NC(=O)c3cc(C)cc(C)c3)n2)cc1OC
→ 0.11, 64, i
44. Cc1nn(C(C)(C)C)c(OC(=O)Cc2ccccc2)c1S(=O)(=O)c1ccccc1
→ 0.067, 80, i
45. CCOc1ccccc1N1CCN(C(=O)c2sc(-n3cccc3)nc2C)CC1
→ 0.11, 61, i
46. COc1cccc(OCC(O)CN2CCN(c3ccc(F)cc3)CC2)c1 (configuration not stated)
→ 0.042, 60, i
47. COc1ccc(-c2noc(Cn3c(=O)[nH]c4cc5c(cc4c3=O)OCO5)n2)cc1OC
→ 0.12, 80, i
48. Cc1cc(C(=O)N2CCN(c3nccn3C)CC2)c(C)o1
→ 0.059, 15, i
49. CN(C)S(=O)(=O)c1ccc(C(=O)Nc2ccc(CC(=O)NCc3cccs3)cc2)cc1
→ 0.092, 47, i
50. COc1cc(NC(=O)Nc2ccccc2)ccc1N1CCCCC1=O
→ 0.084, 45, i

New compounds follow:
Results follow in this order: AMPAR-TARP mod agonism max-min, AMPAR-TARP mod glutamate slope, AMPAR-TARP mod
51. Cc1cc(C(=O)N(Cc2ccccc2)c2nc3c(F)cccc3s2)on1
→ 0.059, 47, i
52. CCC(=O)Nc1sc2c(c1-c1nc3ccccc3s1)CCC(C)C2 (configuration not stated)
→ 0.11, 84, i
53. COc1ccc(NC(=O)CCS(=O)(=O)c2ccccc2)cc1N1CCCCC1=O
→ 0.061, 61, i
54. C/C=C\C(=O)Nc1cc(-c2ccco2)nn1CCO
→ 0.099, 68, i
55. Cc1ccc(S(=O)(=O)Nc2nc(CCC(=O)NCc3ccc(Cl)cc3)cs2)cc1
→ 0.11, 55, i
56. O=C(CCCn1nc(-c2ccc(F)cc2)ccc1=O)Nc1ccc2cn[nH]c2c1
→ 0.03, 13, i
57. O=C(CCS(=O)(=O)c1ccc(F)cc1)Nc1ccc2scnc2c1
→ 0.051, 56, i
58. O=S(=O)(NCCOc1ccc(-c2cccs2)nn1)c1ccccc1
→ 0.028, 61, i
59. COc1ccc(-c2nc3sc(CCNC(=O)Nc4cccs4)c(C)n3n2)cc1
→ 0.15, 28, i
60. CCOc1ccc(NC(=O)Nc2c(C)nc3cc(C)ccn3c2=O)cc1
→ 0.094, 62, i

Reformatted in transposed form: entries from further up.
[49] CN(C)S(=O)(=O)c1ccc(C(=O)Nc2ccc(CC(=O)NCc3cccs3)cc2)cc1
[50] COc1cc(NC(=O)Nc2ccccc2)ccc1N1CCCCC1=O
[51] Cc1cc(C(=O)N(Cc2ccccc2)c2nc3c(F)cccc3s2)on1
[52] CCC(=O)Nc1sc2c(c1-c1nc3ccccc3s1)CCC(C)C2 (configuration not stated)
[53] COc1ccc(NC(=O)CCS(=O)(=O)c2ccccc2)cc1N1CCCCC1=O
[54] C/C=C\C(=O)Nc1cc(-c2ccco2)nn1CCO
[55] Cc1ccc(S(=O)(=O)Nc2nc(CCC(=O)NCc3ccc(Cl)cc3)cs2)cc1
assay / compound | 49 | 50 | 51 | 52 | 53 | 54 | 55
AMPAR-TARP mod agonism max-min | 0.092 | 0.084 | 0.059 | 0.11 | 0.061 | 0.099 | 0.11
AMPAR-TARP mod glutamate slope | 47 | 45 | 47 | 84 | 61 | 68 | 55
AMPAR-TARP mod | i | i | i | i | i | i | i

[56] O=C(CCCn1nc(-c2ccc(F)cc2)ccc1=O)Nc1ccc2cn[nH]c2c1
[57] O=C(CCS(=O)(=O)c1ccc(F)cc1)Nc1ccc2scnc2c1
[58] O=S(=O)(NCCOc1ccc(-c2cccs2)nn1)c1ccccc1
[59] COc1ccc(-c2nc3sc(CCNC(=O)Nc4cccs4)c(C)n3n2)cc1
[60] CCOc1ccc(NC(=O)Nc2c(C)nc3cc(C)ccn3c2=O)cc1
assay / compound | 56 | 57 | 58 | 59 | 60
AMPAR-TARP mod agonism max-min | 0.03 | 0.051 | 0.028 | 0.15 | 0.094
AMPAR-TARP mod glutamate slope | 13 | 56 | 61 | 28 | 62
AMPAR-TARP mod | i | i | i | i | i

The list continues:
Results follow in this order: AMPAR-TARP mod agonism max-min, AMPAR-TARP mod glutamate slope, AMPAR-TARP mod
61. COc1ccc(OC)c(/C=N/NC(=O)c2nc(N)n[nH]2)c1
→ 0.19, 79, i
62. CC(C)C(=O)Nc1ccc(SCC(=O)Nc2ccc(Cl)c(Cl)c2)nn1
→ 0.066, 31, i
63. COc1ccc(-c2csc(NC(=O)c3cccc(S(=O)(=O)C(C)C)c3)n2)cc1
→ 0.055, 56, i
64. Cc1cc(N2CCOCC2)nc(SCCC#N)n1
→ 0.11, 54, i
65. COc1cccc(-n2c(-c3ccccc3)cn3c4c(=O)n(CC(C)=O)c(=O)n(C)c4nc23)c1
→ 0.11, 63, i
66. COc1ccc(S(=O)(=O)CC(=O)Nc2nc(-c3ccccc3)cs2)cc1
→ 0.045, 48, i
67. Cc1c(Cl)cccc1NCC(CC(=O)O)c1nc2ccccc2[nH]1 (configuration not stated)
→ 0.078, 56, i
68. O=C(c1cncc(Br)c1)N1CCC(c2nnc(-c3ccc(F)cc3)o2)CC1
→ 0.13, 45, i
69. CCCN1CCCc2cc(CCNC(=O)C(=O)Nc3ccc(C)cc3)ccc21
→ 0.085, -7, i
70. CCN(Cc1ccccc1)S(=O)(=O)c1cc2c3c(c1)CCN3C(=O)CC2
→ 0.083, 55, i
71. Cc1cc(C)n(-c2nc3c(c(=O)n(CCN4CCOCC4)c(=O)n3C)n2C(C)C)n1
→ 0.049, 40, i
72. COc1ccc(OC)c(Nc2cc(Cl)nc(N)n2)c1
→ 0.11, 59, i
73. O=C(CSCc1ccccc1)NCC(O)(c1ccco1)C1CC1 (configuration not stated)
→ 0.084, 67, i
74. O=C(NCCC(O)c1ccco1)Nc1ccccc1Cl (configuration not stated)
→ 0.095, 51, i
75. C=C=Cn1c(C2CC(=O)N(c3ccc(CC)cc3)C2)nc2ccccc21 (configuration not stated)
→ 0.064, 83, i
76. COc1ccc(OC)c2sc(N(Cc3ccccn3)C(=O)c3ccno3)nc12
→ 0.089, 49, i
77. O=C(NCCn1nc(-c2ccco2)ccc1=O)C1CN(C(=O)c2cnccn2)C1
→ 0.088, 59, i
78. O=C(Nc1ccc(N2CCCCS2(=O)=O)cc1)c1ccc(Br)o1
→ 0.11, 71, i
79. CCCn1c(C(=O)N2CCN(c3ccccc3F)CC2)cc2c(=O)n(C)c(=O)n(C)c21
→ 0.072, 37, i
80. Cc1noc(CNC(=O)C2CN(c3nc4ccccc4s3)C2)n1
→ 0.14, 86, i
81. COc1cc(C(C)=O)ccc1OCC(O)CN1CCCC1 (configuration not stated)
→ 0.16, 86, i
82. CC(NC(=O)CCCc1nnc2c(=O)n(-c3ccc(Cl)cc3)ccn12)c1ccccc1 (configuration not stated)
→ 0.073, 55, i
83. COc1ccc(NC(=O)c2cccc(Oc3ccc(C)nn3)c2)c(OC)c1
→ 0.081, 56, i
84. CCc1ccc(N2C(=O)N(CC(=O)NCc3cccc(OC)c3)c3ccccc3S2(=O)=O)cc1
→ 0.055, 64, i
85. Cc1ccccc1-n1c(C)c(C)n2c3c(=O)n(CCN4CCOCC4)c(=O)n(C)c3nc12
→ 0.11, 64, i
86. Cc1cc(CN2CCC(CNC(=O)C(=O)NCCC3=CCCCC3)CC2)c(C)o1
→ 0.12, 51, i
87. CCOC(=O)C(=O)NCC1CCCN1S(=O)(=O)c1cccs1 (configuration not stated)
→ 0.052, 48, i
88. CCN1C(=O)c2cccc3c(NC(=O)CCCSCc4ccccc4)ccc1c23
→ 0.088, 57, i
89. CCc1ccc(OCCOCC(O)CN2CCN(c3ccccc3F)CC2)cc1 (configuration not stated)
→ 0.057, 63, i
90. CCCCC(=O)Nc1cccc(-n2c(C)nc3ccccc3c2=O)c1
→ 0.1, 59, i
91. COc1ccc(-c2noc(-c3ccc(=O)n(CC(=O)N4CCN(c5ccccc5)CC4)c3)n2)cc1
→ 0.079&0.028, 43&94, i
92. Cc1nnsc1C(=O)NCCNc1ccc(Nc2ccncc2)nn1
→ 0.12, 44, i
93. Cc1cccc2sc(N(Cc3ccccn3)C(=O)C3CCCN(S(C)(=O)=O)C3)nc12 (configuration not stated)
→ 0.098, 45, i
94. Cn1nnc2c(SCC(=O)Nc3cccc(Cl)c3)ncnc21
→ 0.11, 54, i
95. CCOc1ccc(C(=O)Nc2ccc(N3CCCCC3=O)cc2)cc1OCC
→ 0.079, 52, i
96. COc1cccc(CNC(=O)Cc2csc(NC(=O)C3CCC(=O)N3)n2)c1 (configuration not stated)
→ 0.089, 48, i
97. Cc1ccc(NC2CC(=O)N(Cc3ccccc3)C2=O)cc1 (configuration not stated)
→ 0.13, 50, i
98. CCOC(=O)N1CCc2c(sc(NC(=O)c3ccco3)c2-c2nc3ccccc3s2)C1
→ 0.12, 70, i
99. Cc1ccccc1NC(=O)NCCNC(=O)c1ccc(NC(=O)C(C)(C)C)cc1
→ 0.092, 36, i
100. O=C(CSc1ccccc1)N(CCN1CCOCC1)c1nc2c(Cl)cccc2s1
→ 0.058, 59, i

Screens deposited in PubChem by Vanderbilt High Throughput Screening Facility.
